TMEM16A act: activators or potentiators of mouse TMEM16A chloride channel | Q8BHY3 | HEK293 TMEM16A/YFP-H148Q/I152L, iodide quench fluorescence; hits give low values | B-score at 10 µM | 340,000 compounds, 0.3% hits | AID 623877;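 active means fluorescence-ratio B-score plate-corrected deviation score at least 3 library SD below zero, with starting fluorescence score within 5 deviations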;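 further: channel opened by trigger with iodide after compound preincubation; score built on the fluorescence ratio of max minus min over baseline; more negative score means more quench and so TMEM16A activation or potentiation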
KCNK3 inh: human KCNK3 channel inhibition, primary screen; O14649; CHO-KCNK3 thallium flux, FluxOR fluorescence; hits give low values; B-score at 10 µM; 340,000 compounds, 0.84% hits; AID 602410;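 active means B-score under library mean minus 4 SD, starting fluorescence ratio at most library mean plus 5 SD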;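 further: more negative B-score means stronger inhibition of thallium flux through KCNK3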
Target sequence (O14649 whole entry, looked up): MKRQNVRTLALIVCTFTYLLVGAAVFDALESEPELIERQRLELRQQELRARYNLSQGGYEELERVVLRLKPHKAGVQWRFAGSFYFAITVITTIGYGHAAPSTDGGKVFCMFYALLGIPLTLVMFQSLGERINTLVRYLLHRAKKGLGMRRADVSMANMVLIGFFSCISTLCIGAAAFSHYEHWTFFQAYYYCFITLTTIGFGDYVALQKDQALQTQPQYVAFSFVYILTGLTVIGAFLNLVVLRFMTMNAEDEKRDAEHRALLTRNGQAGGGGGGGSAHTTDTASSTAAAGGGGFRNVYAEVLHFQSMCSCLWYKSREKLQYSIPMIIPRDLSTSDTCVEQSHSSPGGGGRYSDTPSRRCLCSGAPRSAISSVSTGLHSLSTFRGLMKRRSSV
Starred values were filed as active, the others as inactive; i = inactive.

SMILES	TMEM16A act	KCNK3 inh
CSc1nc2[nH]c(=O)[nH]c2c(=O)[nH]1	i	i
COC(=O)CCC(=O)OC	i	i
O=C1CN(N=Cc2ccco2)C(=O)N1	i	i
CC(=O)Nc1ccc(NCc2ccc(-c3ccccc3)cc2)cc1	i	i
CCC1CCCCN1C(=O)CSc1nnc2nc(C)cc(C)n12 (configuration not stated)	i	i
CCCCNC1(C#N)CCN(Cc2ccccc2)CC1	i	i
CC(=O)Nc1cc2c(cc1Br)-c1ccccc1C2	i	i
CCS(=O)(=O)N(CC(=O)Nc1cccc2ccccc12)c1ccc(OC)cc1	i	i
Cn1c(=O)c2sccc2n2c(CCCC(=O)NCc3ccc4c(c3)OCO4)nnc12	i	i
CC(C)c1ccc(C(C(C(=O)c2ccccc2)N2CCOCC2)N2CCOCC2)cc1 (configuration not stated)	i	i
Cn1c(=O)[nH]c(N)c(Br)c1=O	i	i
COc1ccc(NC(=O)Nc2cccc3c2O[C@@H](CN(C)S(=O)(=O)c2cn(C)cn2)[C@@H](C)CN([C@H](C)CO)C3=O)cc1	i	i
CC1CCN(C(=O)c2[nH]cnc2C(=O)N[C@H](C)c2ccccc2)CC1	i	i
CCN(Cc1ccccc1)C(=O)COC(=O)c1c(C)nsc1NC	i	i
Cc1nn(Cc2ccccc2)c(C)c1C(=O)NCCCN1CCCC1=O	i	i
COc1ccc(CCNC(=O)COC(=O)C2CC2)cc1OC	i	i
Cc1cc(Br)c(NC(=O)COC(=O)C2CCCCC2)c(Br)c1	i	i
CC(=O)Nc1c(Cl)cc2c(c1Cl)Cc1ccccc1-2	i	i
c1ccc2c(c1)nc1n2CCC1	i	i
Cc1csc(SCC(=O)NC2CCCC2)n1	i	i

Filtered by structure, those above containing sulfur
SMILES	TMEM16A act	KCNK3 inh
CSc1nc2[nH]c(=O)[nH]c2c(=O)[nH]1	i	i
CCC1CCCCN1C(=O)CSc1nnc2nc(C)cc(C)n12 (configuration not stated)	i	i
CCS(=O)(=O)N(CC(=O)Nc1cccc2ccccc12)c1ccc(OC)cc1	i	i
Cn1c(=O)c2sccc2n2c(CCCC(=O)NCc3ccc4c(c3)OCO4)nnc12	i	i
COc1ccc(NC(=O)Nc2cccc3c2O[C@@H](CN(C)S(=O)(=O)c2cn(C)cn2)[C@@H](C)CN([C@H](C)CO)C3=O)cc1	i	i
CCN(Cc1ccccc1)C(=O)COC(=O)c1c(C)nsc1NC	i	i
Cc1csc(SCC(=O)NC2CCCC2)n1	i	i

New compounds follow
SMILES	TMEM16A act	KCNK3 inh
O=C(CSc1n[nH]c(-c2ccc(Br)cc2)n1)N1CCOCC1	i	i
O=C(CCCOc1ccccc1)Nc1cccc(S(=O)(=O)N2CCCCC2)c1	i	i
O=C1C=CC2(O[C@H](c3ccccc3)[C@@H](c3ccccc3)O2)[C@H](Sc2ccccc2O)C1	i	i
CCc1nnc(SCC(=O)Nc2ccc3ccccc3c2)n1N	i	i
O=C(COC(=O)C1CC1)NCc1ccccc1	i	i
COC(=O)[C@@H](Cc1ccccc1)NC(=O)Cn1cnc2c(SC)nc(N)nc21	i	i
CC(CNCCCn1ccc(NC(=O)OCc2ccccc2)nc1=O)c1ccccc1 (configuration not stated)	i	i
COc1ccc(Cl)cc1NC(=O)CN(C)C(=O)c1ccc(-n2nc(C)cc2C)cc1	i	i
CCN(CC(=O)Nc1ccccc1OC)C(=O)C1CCCC1	i	i
Cc1ccc(NC(=O)CN(C)C(=O)COC(=O)[C@@H](NC(=O)c2ccccc2F)C(C)C)cc1	i	i
Cc1ccc(NC(=O)c2ccc(Cl)c(S(=O)(=O)N3CCc4ccccc43)c2)nc1	i	-12*
Cc1cccnc1NC(=O)CNC(=O)c1sc2ccccc2c1Cl	i	i
COc1cccc(CNC(=O)COC(=O)c2c(NC(C)=O)sc(C)c2C)c1	i	i
COCCNc1nnc(SCC(=O)Nc2cc(C)on2)s1	i	i
Nc1ccn(CC(=O)NCCc2ccccn2)c(=O)n1	i	i
CC1CC(C)(C)CC2(C1)NC(=O)N(CC(=O)Nc1cc(C(F)(F)F)ccc1N1CCCCC1)C2=O (configuration not stated)	i	i
O=C1N[C@@H](Cc2ccccc2)COC(=O)[C@@H](Cc2ccc(F)cc2)CC/C=C/C[C@H]1CC(=O)N(CCO)Cc1ccccc1	i	i
O=C(Nc1nc(-c2ccccn2)cs1)c1ccc(-c2ccccc2F)o1	i	i
CSCCC(NC(=O)COc1ccccc1)C(=O)N1CC(C)OC(C)C1 (configuration not stated)	i	i
O=C1C=C(c2ccc(OC(F)(F)F)cc2)C[C@@H](c2ccc(Cl)cc2)C1	i	i
O=C(C[C@@H]1C/C=C\CCC(=O)OC[C@@H]2CCCN2C1=O)NCCO	i	i
COc1cc(/C=C/C(=O)O)cc(S(=O)(=O)NNC(=O)c2ccc3c(c2)OCO3)c1OC	i	i
COc1ccc(C(=O)COC(=O)c2ccc(Cl)nc2)cc1OC	i	i
CC12CCC(=O)N1C(C(=O)N1CCN(c3ccc([N+](=O)[O-])cc3)CC1)CS2 (configuration not stated)	i	i
O=C(/C=C/c1cccc(F)c1)OCC(=O)N1CCc2ccccc21	i	i
CCN(CC(=O)NCc1cccs1)C(=O)COc1ccccc1C#N	i	i
Nc1c(C(=O)OCC(=O)Nc2ccccc2Br)[nH]c(=O)[nH]c1=O	i	i
COc1ccc(NC(=O)c2cc(-c3ccccc3)nc3c2cnn3C(C)C)c(OC)c1	i	i
Cc1ccc(S(=O)(=O)N(C)C[C@@H]2Oc3ccc(NC(=O)CCC(F)(F)F)cc3CC(=O)N([C@@H](C)CO)C[C@@H]2C)cc1	i	i
Cc1nnc(NS(=O)(=O)c2ccc(N=Nc3ccc(N)nc3N)cc2)s1	i	i
COc1ccccc1N1CCN(C(=O)c2ccc(-c3nc4ccccc4s3)o2)CC1	i	i
COc1ccc(NC(=O)CCOc2ccc(C)cc2)cc1S(=O)(=O)N1CCCCC1	i	i
CNc1nc(NC)nc(NNC(=O)c2ccccc2)n1	i	i
Cc1ccc(S(=O)(=O)Nc2ccc(F)c(S(=O)(=O)N3CCOCC3)c2)cc1	i	i
COc1ccc(-c2c(-c3ccc(OC)nc3)c3ccccc3n2C)cc1	i	i
O=C(CCc1ccccc1Cl)N1CCN(S(=O)(=O)c2ccccc2)CC1	i	i
O=C1CCCc2cc3c(cc21)CCCC3	i	i
CC(=O)N1CCN(c2ccc(NCc3ccco3)cc2)CC1	i	i
O=C(CNc1cccc(F)c1)Nc1cccc(S(=O)(=O)N2CCCCC2)c1	i	i
CC(C)C(NS(=O)(=O)c1ccccc1F)C(=O)OCC(=O)NCc1ccco1 (configuration not stated)	i	i
O=C(c1ccc(S(=O)(=O)NCc2ccco2)cc1)N1CCN(c2ccccc2)CC1	i	i
Cc1c(N(C)S(=O)(=O)c2ccc(Cl)c(C(=O)NCC(C)(C)N3CCOCC3)c2)c(=O)n(-c2ccccc2)n1C	i	i
N#Cc1nc(NCC(F)F)nc(Nc2cc(F)cc(F)c2)n1	i	i
COc1ccc(OC)c(-c2nnc3n2N=C(c2ccc(OC)c(OC)c2)CS3)c1	i	i
COc1ccccc1C(CNC(=O)c1cccc(S(=O)(=O)N2c3ccccc3CC2C)c1)N(C)C (configuration not stated)	i	i
COc1cc(OC)cc(-c2c(-c3ccc(F)cc3)c3cc(-c4ccc5cc[nH]c5c4)ccc3n2C)c1	i	i
Cc1cc(C(=O)NNC(=O)C(C)NS(=O)(=O)c2ccccc2F)c(C)o1 (configuration not stated)	i	i
Cc1nn(CC(=O)NC2CCS(=O)(=O)C2)c(C)c1[N+](=O)[O-] (configuration not stated)	i	i
O=C(NCC1CCCO1)c1cccc(S(=O)(=O)Nc2ccc(F)cc2)c1 (configuration not stated)	i	i
Cn1c(=O)c2c(nc(OC3CCCC3)n2C)n(C)c1=O	i	i
O=c1oc2ccccc2c(=O)c2ccccc12	i	i
Cc1ccccc1OC(=O)c1cccc(S(=O)(=O)N2CCN(C)CC2)c1	i	i
O=[N+]([O-])c1cc(-c2ccccc2)cc([N+](=O)[O-])c1O	i	i
O=C1c2ccccc2C(=O)N1CCCCCCc1ccccc1	i	i
CCC1(CC)NC(=O)N(CC(=O)OCC(=O)Nc2ccccc2OC(F)F)C1=O	i	i
C=CCN(Cc1ccc(Cl)s1)C(=O)c1ccc(F)c(S(=O)(=O)N2CCOCC2)c1	i	i
CCN(C(=O)COC(=O)/C=C/c1ccc(Cl)c(Cl)c1)c1c(N)n(Cc2ccccc2)c(=O)[nH]c1=O	i	i
O=C(COC(=O)Cc1cccc(F)c1)NC(=O)NC1CCCCC1	i	i
O=C(c1ccc(Cl)c(S(=O)(=O)N2CCOCC2)c1)N1CCc2ccccc2C1	i	i
O=C(C[C@H]1C/C=C\CC[C@H](Cc2ccc(F)cc2)C(=O)O[C@@H](c2ccccc2)CNC1=O)N[C@H](CO)Cc1ccccc1	i	i
(continued)
SMILES	TMEM16A act	KCNK3 inh
NC(=S)NN=C1C=CCCC1	i	i
Cc1cc(NC(=O)COC(=O)c2ccc(C)c(C)c2)no1	i	i
Cc1ccc(S(=O)(=O)N2CCOCC2)cc1C(=O)OCC(=O)N1CCCCC1	i	i
O=c1cc(CO)oc2ccccc12	i	i
COC(=O)c1cc(NC(=O)COC(=O)C2COc3ccccc3O2)cc(C(=O)OC)c1 (configuration not stated)	i	i
COc1cc(C(=O)Nc2cccc(C)c2C)ccc1OCC(=O)N1CCOCC1	i	i
Cc1ccc(CNC(=O)COC(=O)c2nc(-c3ccccc3)oc2C)cc1	i	i
CC(Sc1nnc(Cc2ccccc2)o1)C(=O)NC1(C#N)CCCCC1 (configuration not stated)	i	i
CC1CCN(C(=O)CN2C(=O)NC3(CCC(C)CC3)C2=O)CC1 (configuration not stated)	i	i
CCc1cccc(C)c1NC(=O)CN1C(=O)NC(CCc2ccccc2)C1=O (configuration not stated)	i	i
Cc1cc(NC(=O)C(C)SCC(=O)Nc2nc3c(F)cc(F)cc3s2)no1 (configuration not stated)	i	i
CCOC(=O)C1Oc2ccccc2C(c2ccc(OC)cc2)=C1C(=O)OC (configuration not stated)	i	i
Cc1ccc(S(=O)(=O)N2CCN(C(=O)c3cc(S(=O)(=O)N4CCOCC4)ccc3F)CC2)cc1	i	i
O=C1[C@H](Cc2ccccc2)NCC=CC[C@H](c2ccc(Cl)cc2)N1Cc1ccc(Cl)cc1	i	i
COc1cccc(NC(=O)CN(C)C(=O)CNC(=O)c2ccc(C)s2)c1	i	i
Cc1ccc(NC(=O)c2ccc(N3CCCC3=O)cc2)cc1S(=O)(=O)N1CCCCC1	i	i
COc1ccc(NC(=O)c2ccc3c(c2)S(=O)(=O)N=C2CCCCCN23)cc1S(N)(=O)=O	i	i
CCCCC(CC)COC(=O)CCCCC(=O)OCC(CC)CCCC (configuration not stated)	i	i
CN(CC(=O)Nc1ccccc1Br)C(=O)CNC(=O)C1CCCCC1	i	i
COc1ccccc1C(CNC(=O)c1cc(S(=O)(=O)N2CCOCC2)ccc1C)N1CCCC1 (configuration not stated)	i	i
O=C(Cn1cc(CNC(=O)C2CCCCC2)nn1)Nc1cc(C(F)(F)F)ccc1Cl	i	i
O=S(=O)(Nc1ccc(S(=O)(=O)N2CCCC2)cc1)c1ccccc1Br	i	i
C=CCN1C(=O)c2ccc(C(=O)N3CCN(S(=O)(=O)c4cccc([N+](=O)[O-])c4)CC3)cc2C1=O	i	i
Nc1ccccc1C(=O)C[C@H](N)C(=O)O	i	i
CCC(=NNC(=O)c1ccc2c(c1)nc(C)n2CC)c1cc(F)ccc1O	i	i
CCc1ccccc1Nc1nc(N)nc(COC(=O)c2c(C)noc2C)n1	i	i
C[C@H](CO)N1C[C@H](C)[C@@H](CN(C)S(=O)(=O)c2ccc(F)cc2)Oc2ccc(NC(=O)Cc3ccccc3)cc2C1=O	i	i
C=CCSc1nnc(NC(=O)C2CC(=O)N(Cc3ccc(C)cc3)C2)s1 (configuration not stated)	i	i
Cc1cc(C)cc(OCC(=O)OCC(=O)Nc2cc(S(=O)(=O)N3CCOCC3)ccc2C)c1	i	i
N#CCCN(C(=O)COC(=O)CSc1ccc(Cl)cc1)c1ccccc1	i	i
COc1ccc(NC(=O)[C@@H]2CCCN2C(=O)c2cccs2)cc1S(=O)(=O)N1CCCCC1	i	i
COc1ccc(NC(=O)/C(Cl)=C(/Cl)S(=O)Cc2ccc(Cl)cc2)cn1 (configuration not stated)	i	i
Cc1cc(NC(=O)c2cc(S(=O)(=O)N3CCCCC3)ccc2C)no1	i	i
COc1ccc(C(=O)N/C(=C\c2ccc(SC)cc2)C(=O)NCCCn2ccnc2)cc1OC	i	i
CC1CCCCC1NC(=O)COC(=O)c1cccn1C (configuration not stated)	i	i
Cc1ccc(S(=O)(=O)NN=C2C(=O)C3CCC2C3Cl)cc1 (configuration not stated)	i	i
O=C(NCC(c1ccco1)N1CCCC1)c1cc(S(=O)(=O)N2CCCCC2)ccc1Cl (configuration not stated)	i	i
CCOC(=O)C1CCN(C(=O)COC(=O)c2cccc(NS(=O)(=O)c3ccccc3)c2)CC1	i	i
COc1cc(C2C(C(=O)c3sc(C)nc3C)=C(O)C(=O)N2CCN(C)C)cc(OC)c1OC (configuration not stated)	i	i
CCO[C@@H]1c2c(ccc3ccc(=O)oc23)OC(C)(C)[C@@H]1O	i	i

Some of the entries above in another layout.
> CCC(=NNC(=O)c1ccc2c(c1)nc(C)n2CC)c1cc(F)ccc1O
- TMEM16A act = i
- KCNK3 inh = i
> CCc1ccccc1Nc1nc(N)nc(COC(=O)c2c(C)noc2C)n1
- TMEM16A act = i
- KCNK3 inh = i
> C[C@H](CO)N1C[C@H](C)[C@@H](CN(C)S(=O)(=O)c2ccc(F)cc2)Oc2ccc(NC(=O)Cc3ccccc3)cc2C1=O
- TMEM16A act = i
- KCNK3 inh = i
> C=CCSc1nnc(NC(=O)C2CC(=O)N(Cc3ccc(C)cc3)C2)s1 (configuration not stated)
- TMEM16A act = i
- KCNK3 inh = i

Assay outcomes deposited in PubChem by Johns Hopkins Ion Channel Center.

The list is partial (hit frequency here may not be typical).
